# Source: PubChem (several laboratories)
# PPARg SRC1 recr: agonists of human PPARgamma SRC-1 coactivator recruitment | PPARgamma-SRC-1 coactivator recruitment biochemical assay | activation, % at 8 µM | actives 0.41% (n = 200,000) | AID 631; in the data active = activation above about 19%;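 note: 0% = DMSO and 100% = reference agonist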
# SRC2 TRFRET art: TR-FRET artefact, counter-screen to PPARgamma/SRC-2 agonist assay | hits give high values | TR-FRET ratio at 8 µM | actives 0.4% (n = 200,000); in the data active = TR-FRET ratio above about 2000; note: inactives centre near 1500
# ROMK primary: modulates human ROMK potassium channel activity | P48048 | Tet-inducible ROMK, thallium flux fluorescence; actives lie on both sides | B-score at 10 µM | actives 2% (n = 130,000);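 active = signal ratio slope over the read window, or its plate-corrected B-score, at least 3 SD from the plate mean, either direction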;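 note: B-score of the F/F0 ratio slope over 7 to 12 s after thallium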
# Target sequence (P48048 whole entry, looked up): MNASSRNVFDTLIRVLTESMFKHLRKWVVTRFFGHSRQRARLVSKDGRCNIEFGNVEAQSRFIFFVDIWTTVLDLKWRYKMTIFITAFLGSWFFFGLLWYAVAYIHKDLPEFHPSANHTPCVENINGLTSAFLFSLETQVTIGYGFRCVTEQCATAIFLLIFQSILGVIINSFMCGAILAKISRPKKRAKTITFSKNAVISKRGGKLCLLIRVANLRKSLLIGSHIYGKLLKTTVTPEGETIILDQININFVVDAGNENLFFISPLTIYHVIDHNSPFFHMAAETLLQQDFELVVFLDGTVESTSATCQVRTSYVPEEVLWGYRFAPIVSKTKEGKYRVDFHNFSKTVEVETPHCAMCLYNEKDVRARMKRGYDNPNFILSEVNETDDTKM
# bIAP act: intestinal alkaline phosphatase (bovine) activation; purified bovine IAP, CDP-star luminescence, 30 min; hits give high values; fold of DMSO-control signal, blank-subtracted; activation factor at 20 µM; actives 0.17% (n = 200,000); AID 1016;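 active = activation factor of 2 or more at 20 µM, a signal rise over negative controls twice the positive control's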
# STAT1 blocker: STAT1 signaling inhibition. NIH 3T3 STAT1-luciferase reporter, IFN-gamma, luminescence. inhibition, % at 5.5 µM. actives 0.35% (n = 200,000). AID 920;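 active = inhibition above a set limit, the mean inhibition across all tested compounds plus 3 SD, cut at about 34% in these data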;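 note: 0% = IFN-gamma with DMSO and 100% = IFN-gamma with 300 µM nifuroxazide; values of inactives mirror those of a sister screen read the other way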
# PPARg SRC3 recr: promotes SRC-3 coactivator recruitment by human PPARgamma | P37231 | actives 0.26% (n = 200,000) | AID 731 | activation, % at 8 µM | biochemical PPARgamma/SRC-3 coactivator recruitment assay; in the data active = activation above about 23%;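 note: 0% = DMSO and 100% = reference agonist; some compounds past the cut are filed as inactive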
# bIAP inhibitor: intestinal alkaline phosphatase (bovine) inhibition; purified bovine IAP, CDP-star luminescence, 30 min; inhibition, % at 20 µM; 190,000 tested, under 10 active;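 active = over 50% inhibition of intestinal alkaline phosphatase at 20 µM in the single-dose screen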
#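 System: Purified bovine intestinal alkaline phosphatase (IAP) enzyme | Input: IAP diluted 1/65,000,000 in the well | Also added: CDP-star chemiluminescent phosphatase substrate, 30 µM final | Dosing: 20 µM single dose | Times: Enzyme reaction for 30 min at room temperature | Detection: Luminescence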
# TNAP act hiacc: TNAP (human) activation, high acceptor; P05186; activation factor at 20 µM; purified TNAP, CDP-star luminescence, 1 M DEA, 30 min; hits give high values; 0 = EDTA background, 1 = DMSO-only activity; AID 1136; 200,000 tested, under 10 active;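 active = activation factor at least 2 at 20 µM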
# Target sequence (P05186 whole entry, looked up): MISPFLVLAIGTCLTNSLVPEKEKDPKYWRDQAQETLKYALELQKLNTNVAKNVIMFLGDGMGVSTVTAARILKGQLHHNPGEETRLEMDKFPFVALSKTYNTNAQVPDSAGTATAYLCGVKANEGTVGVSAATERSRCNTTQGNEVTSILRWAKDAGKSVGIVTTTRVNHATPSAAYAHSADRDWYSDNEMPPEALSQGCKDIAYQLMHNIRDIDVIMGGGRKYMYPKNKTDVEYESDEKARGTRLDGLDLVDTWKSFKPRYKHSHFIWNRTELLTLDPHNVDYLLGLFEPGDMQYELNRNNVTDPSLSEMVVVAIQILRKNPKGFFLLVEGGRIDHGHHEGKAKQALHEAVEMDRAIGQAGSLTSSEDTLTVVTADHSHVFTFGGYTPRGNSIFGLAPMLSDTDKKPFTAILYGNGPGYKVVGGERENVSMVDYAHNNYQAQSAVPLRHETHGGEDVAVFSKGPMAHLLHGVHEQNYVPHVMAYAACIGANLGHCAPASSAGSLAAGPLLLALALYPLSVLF
#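 Dosing: 20 µM single point. System: human TNAP. Amount: TNAP 1/800 final. Incubation: 30 min, room temperature. Read-out: TNAP activation factor scaled between EDTA and DMSO control wells. Signal: luminescence from CDP-star hydrolysis. Medium: 1 M DEA, pH 9.8, Mg2+, Zn2+. Control set: EDTA negative control, DMSO positive control.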
# STAT3 inh: STAT3 signaling inhibition | U3A cells, IL-6 STAT3-luciferase reporter, luminescence; host cell line lacks STAT1 | inhibition, % at 5.5 µM | actives 0.89% (n = 190,000);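 active = inhibition above the mean inhibition across all screened compounds plus 3 SD, cut at about 44% in these data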;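 note: 0% = DMSO only wells and 100% = 100 µM nifuroxazide control wells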
# STAT3 activator: activators of IL-6 induced STAT3 signaling | actives 0.91% (n = 190,000) | AID 871 | activation (% of control), % at 5.6 µM | U3A cells, IL-6 STAT3-luciferase reporter, luminescence; 100% = signal with IL-6 EC80 alone;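 active = activation above the screen-wide mean of compound activation plus 3 SD, cut at about 130% in these data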;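 note: 0% = background luminescence of wells with medium and substrate only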
#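 System – human U3A cells carrying STAT3-luciferase construct · Probe or stimulus – Interleukin-6, 33 ng/mL · Schedule – compound 1 h, then IL-6 6 h at 37 °C · Signal – luminescence from STAT3-driven luciferase reporter · Evaluation – percent of IL-6-only median luminescence · Benchmarks – IL-6-only high control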
# PPARg SRC-2 ag: promotes SRC-2 coactivator recruitment by human PPARgamma; P37231; PPARgamma LBD-SRC-2 recruitment, biochemical; activation, % at 8 µM; actives 0.34% (n = 200,000); in the data active = activation above about 22%;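 note: 0% = vehicle and 100% = reference agonist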
# * hit, by the source's call; . = no result given. Outcome played no part in choosing rows; any-hit rate near 3.7%.
# Fields: PPARg SRC1 recr	SRC2 TRFRET art	ROMK primary	bIAP act	STAT1 blocker	PPARg SRC3 recr	bIAP inhibitor	TNAP act hiacc	STAT3 inh	STAT3 activator	PPARg SRC-2 ag
> CCOC(=O)c1cnc2c(-c3ccccc3OC)c(C)nn2c1C
  6	1454	0.15	1	-1	5	-1	1.1	15	92	4
> C/C(=N\NC(=O)c1nn(C)cc1Br)c1cccc(NC(=O)C2CCCC2)c1
  4	1471	-0.12	0.9	-8	18	9	1	33	76	14
> O=C(COC(=O)C1CCN(S(=O)(=O)c2ccc3c(c2)OCCO3)CC1)Nc1cc(C(F)(F)F)ccc1Cl
  4	1716	.	0.8	-3	3	21	1	2	101	9
> CCOC(=O)N1CCN(C(=O)CCCn2c(=S)[nH]c3ccc(Br)cc3c2=O)CC1
  -1	1656	.	1.2	10	7	-16	1	7	100	9
> O=C(Nc1ccc(Br)cc1)c1ccccc1CC[N+](=O)[O-]
  1	1516	.	1.2	-7	4	-17	1	10	94	1
> CCc1ccc(NC(=O)Cn2cnc3c(=O)n(C)c(=O)n(C)c32)cc1
  7	1684	-0.18	1	-2	5	4	1	12	95	7
> COc1ccc(S(=O)(=O)N=Nc2c(O)[nH]c3ccccc23)cc1
  4	1751	-0.041	1	0	1	-1	1	-7	114	3
> O=C(c1ccc(COc2ccc(F)cc2)o1)n1cccn1
  -4	1416	0.064	1	-13	-7	-1	1	2	101	-5
> CCCCSc1nc(O)c(C2OC(=O)c3c2ccc(OC)c3OC)c(=O)n1C (centres undefined)
  0	1437	1.6	0.9	-2	13	7	1.1	-2	104	-2
> CC(C)(CNc1ccc([N+](=O)[O-])cc1C#N)N1CCOCC1
  1	1565	-0.85	1.4	0	4	-36	1	0	104	1
> CC(C)(C)n1nc2c(c1NC(=O)Cc1cccc3ccccc13)CS(=O)C2 (centres undefined)
  8	1682	.	1	1	-12	-1	1	10	99	4
> Nn1c(SCC(=O)N2CCCCCC2)nnc1-c1ccncc1
  0	1325	-1.1	1	-2	-11	-4	1	2	104	0
> O=C(Nc1ccccc1Br)C(=O)N1CCCC1
  -1	1371	.	0.9	-31	-3	7	1	-1	103	-3
> COCc1cc(C)nc(OCC(=O)N/N=C/c2cc(C)n(-c3c(C)cccc3C)c2C)c1C#N
  -2	1555	0.97	1.1	-3	-12	-7	1	5	95	-2
> Cc1ccc(N=Cc2c(O)n(-c3nccs3)c(=O)c3ccccc23)c(C)c1
  -2	1534	.	0.9	-5	-2	13	1	29	77	4
> Cc1nc2ccccn2c1-c1csc(Nc2cccc(O)c2)n1
  2	1631	1.6	1	13	12	-4	1	31	77	3
> CCCc1cc(NCC2CCCO2)n2c(nc3ccccc32)c1C#N (centres undefined)
  8	1569	-0.44	1	7	-1	-3	1.1	9	97	5
> COc1ccc(S(=O)(=O)N2CCc3ccccc3C2)cc1OC
  -3	1638	.	1	13	8	-4	1	-6	109	1
> COc1cccc(NC(=S)N(CCN2CCCCC2)Cc2ccco2)c1
  1	1585	0.29	1	11	0	5	1	11	97	1
> O=C1c2ccsc2SCCN1Cc1ccc(Cl)cc1
  -1	1596	.	0.7	4	-2	30	1	14	92	0
> Cc1c(C#N)sc2nc(-c3ccccc3)nc(N3CCCC3)c12
  1	1593	.	1	0	8	4	1.1	-2	106	-2
> COc1ccc(OC)c(NC(=O)NCCc2cccc(Cl)c2)c1
  -1	1732	.	1.1	-6	4	-5	1.1	10	96	5
> N#Cc1ccsc1NC(=O)COc1ccc(-c2nnco2)cc1
  1	1306	0.76	1	-20	-5	0	1.1	-3	108	-1
> COc1ccc(/C=C/C(=O)OCC(=O)Nc2ccc(Cl)cc2F)cc1S(=O)(=O)N1CCOCC1
  2	1459	0.51	0.6	-3	-4	42	1	10	94	6
> CCOc1ccc(N(CC(=O)Nc2ccccc2)S(C)(=O)=O)cc1
  -2	1606	.	0.8	3	-8	17	1.1	-6	111	3
> Cc1cc(C)n(C(=O)Cn2nc(C(F)F)cc2C)n1
  5	1498	-0.032	0.9	2	1	14	1.1	2	101	2
> O=C(O)CNS(=O)(=O)c1cccc2nsnc12
  -1	1572	0.071	1.1	0	0	-10	1	4	103	4
> O=C(Oc1ccc(C(=S)N2CCOCC2)cc1Br)c1ccccc1F
  -8	1494	.	1.2	0	4	-19	1	-8	107	-6
> CCCOc1ccc(N2C(=O)CC(SC(=NCC)Nc3cccc(F)c3)C2=O)cc1 (centres undefined)
  -2	1574	0.49	1	2	-2	5	1	7	96	13
> COCCSc1ccccc1C(=O)NCc1ccco1
  2	1679	.	1	5	2	5	1.1	7	98	-1

# The closing 4 entries of the part before open the next one.
SMILES	PPARg SRC1 recr	SRC2 TRFRET art	ROMK primary	bIAP act	STAT1 blocker	PPARg SRC3 recr	bIAP inhibitor	TNAP act hiacc	STAT3 inh	STAT3 activator	PPARg SRC-2 ag
O=C(O)CNS(=O)(=O)c1cccc2nsnc12	-1	1572	0.071	1.1	0	0	-10	1	4	103	4
O=C(Oc1ccc(C(=S)N2CCOCC2)cc1Br)c1ccccc1F	-8	1494	.	1.2	0	4	-19	1	-8	107	-6
CCCOc1ccc(N2C(=O)CC(SC(=NCC)Nc3cccc(F)c3)C2=O)cc1 (centres undefined)	-2	1574	0.49	1	2	-2	5	1	7	96	13
COCCSc1ccccc1C(=O)NCc1ccco1	2	1679	.	1	5	2	5	1.1	7	98	-1
O=c1c(C/C=C/c2ccccc2)c(O)ccn1Cc1ccc(Cl)cc1Cl	-6	1500	1.2	0.8	-3	0	19	1	-2	112	-1
COc1cccc(CN2CCN(c3nc4nonc4nc3NC3CC3)CC2)c1	1	1586	.	0.9	8	5	10	1	11	97	2
COc1ccc(-c2cn3c(C)c(C(=O)Nc4cccc(NC(C)=O)c4)sc3n2)cc1	2	1416	-0.0088	1.1	1	2	-7	1	24	84	5
CC(=O)Nc1ccc(C(=O)OCc2ccccc2Cl)cc1	5	1692	.	0.6	-21	-3	44	1	8	90	3
COc1ccc(C(C)NC(=O)c2ccc(Cl)cc2)cc1OC (centres undefined)	0	1459	.	0.9	13	-4	8	1	-2	104	-3
CCN(CC)C(=O)C(=O)c1cccn1-c1ccccc1C#N	-3	1427	0.22	0.9	-1	-12	10	1.1	-2	102	6
CCOC(=O)c1ccc(NC(=O)CCc2nc(-c3cccc(C)c3)no2)cc1	2	1448	0.016	0.8	2	-3	18	1	-8	110	0
COCC(C)n1c(COc2ccccc2F)nnc1SCC(=O)c1c(N)n(C)c(=O)n(C)c1=O (centres undefined)	-1	1627	-0.52	1	9	0	0	1	1	105	17
Cc1cccc(C(C)(C)C)c1OCCn1ccnc1	0	1481	.	0.8	6	4	21	1.1	-1	104	0
C=CCn1c(=NC(=O)c2ccco2)sc2cc(C(=O)OCC)ccc21	-4	1428	.	0.8	1	3	19	1	4	96	1
Cc1ccc(-n2c(-c3ccncc3)n[nH]c2=S)cc1	7	1631	1.3	0.8	5	2	18	1	14	91	-1
COc1ccc(-c2nn[nH]n2)cc1OC	1	1435	-0.31	1	9	-6	0	1.1	-2	107	6
O=C1C2C(c3ccccc3)C=CC(c3ccccc3)C2C(=O)N1c1cccnc1 (centres undefined)	-7	1454	.	1	4	1	-1	1	7	96	6
Cc1ncc([N+](=O)[O-])n1Cc1ccc(Br)cc1	4	1601	-0.38	1.1	-6	6	-8	1	11	97	7
CCn1c(COc2cccc(OC)c2)nnc1SCC(=O)Nc1cc(OC)ccc1OC	0	1463	.	1.1	-6	-5	-14	1	-1	107	1
CCN(CC)S(=O)(=O)c1ccc2c(c1)nc(SCC(=O)NC1CC1)n2-c1ccccc1OC	0	1556	.	1.1	-6	-1	-9	1	-9	111	2
CCOc1ccc(-c2nnc(NC3=NCCCCC3)o2)cc1	3	1636	-0.38	0.9	-19	13	13	1.1	-5	109	11
Cc1ccnc(NC(=O)C(C)N2C(=O)c3ccccc3C2=O)c1 (centres undefined)	15	1565	0.018	1.1	4	3	-8	1	1	103	-1
Cc1ccc(C2C(C(=O)c3sc(C)nc3C)=C(O)C(=O)N2CCN2CCOCC2)o1 (centres undefined)	11	1746	.	1.1	-5	3	-9	1	-1	105	-1
O=C(CN1C(=O)CSCC1=O)NCc1ccc(F)cc1	0	1506	.	1.5	-8	-1	-46	1	-3	106	1
CCOC(=O)Nc1ccc(=O)n(Cc2c(Cl)cccc2Cl)c1	5	1499	.	1	1	0	3	1	2	107	8
N/C(Cc1ccc([N+](=O)[O-])cc1)=N\OC(=O)c1ccc2ccccc2c1	1	1458	.	0.9	12	-7	13	0.9	-32	130	-7
CCn1ccnc1CN(C)Cc1nc(-c2cccc(Cl)c2)no1	5	1646	-0.3	1	-14	2	3	1	-2	106	7
Cc1c(N=C2NC(=O)/C(=C/c3cccc([N+](=O)[O-])c3)S2)c(=O)n(-c2ccccc2)n1C	1	1426	0.32	1	-3	-2	1	0.9	0	102	-1
COc1cccc(NC(=O)N(C2CCCCC2)C(C)c2cccs2)c1 (centres undefined)	-8	1708	.	1	3	-6	0	1.1	-2	106	8
CCCc1nc(Nc2nc3ccccc3o2)nc(C)c1C(=O)OCC	0	1568	.	1.2	-48	10	-16	1	0	104	10
